CRFBP-R2 block: antagonists of CRF-binding protein/CRF-R2 receptor complex | HEK293 CRF-R2/CRF-BP, CRF-induced calcium fluorescence | 0.59% of 350,000 active | inhibition, % at 11.8 µM;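 active = inhibition of the ligand-induced calcium signal above about 50% at the single tested concentration, limit read from the data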
CRFR2-BP ag: agonists of human CRF-binding protein/CRF-R2 receptor complex; HEK293 CRF-R2/CRF-BP, calcium dye fluorescence (FLIPR); percent of saturating CRF peptide response; activation, % at 13.2 µM; 0.46% of 350,000 active; AID 588473;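 active = activation of at least 50%, plus an integration ratio under a set limit after plate pattern correction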;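 also: plate controls were neutral control wells without compound for no effect and CRF at EC100 for full effect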
NS3 helicase inh: blocks Hepatitis C virus NS3 helicase unwinding; AID 1800; inhibition, % at 10.9 µM; 0.56% of 290,000 active; NS3 helicase DNA unwinding, Cy5 molecular beacon fluorescence;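 active = inhibition above the mean of all tested compounds plus 3 SD, set per campaign, cut at about 35% in these data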;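 also: 0% = DMSO wells and 100% = thioflavine S control wells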
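assay system = NS3 helicase fragment of HCV | buffer or medium = MOPS pH 6.5, MgCl2, DTT, Tween20, BSA | timing = 60 min unwinding reaction at 25 °C after ATP addition | signal = Cy5 beacon fluorescence read at start and 1 h | read-out basis = % inhibition of unwinding | control set = low DMSO, high thioflavine S at 110 µM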
MEKK3 PB1 HTS: raises or lowers MEK5 binding to the human MEKK3 PB1 domain; Q99759; bead-based flow cytometry, Alexa488-MEK5 binding to MEKK3; actives lie on both sides; 0 = blocked by unlabeled MEK5, 100 = vehicle; binding response (% of control), % at 10 µM; 1.4% of 290,000 active; AID 1529;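 active = binding response more than 3 SD above or below the average of its plate-row segment, actives on both sides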;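 also: Alexa488 bead fluorescence after subtracting the streptavidin-only scavenger bead signal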
Target sequence (Q99759 whole entry, looked up, the tested form may be a part): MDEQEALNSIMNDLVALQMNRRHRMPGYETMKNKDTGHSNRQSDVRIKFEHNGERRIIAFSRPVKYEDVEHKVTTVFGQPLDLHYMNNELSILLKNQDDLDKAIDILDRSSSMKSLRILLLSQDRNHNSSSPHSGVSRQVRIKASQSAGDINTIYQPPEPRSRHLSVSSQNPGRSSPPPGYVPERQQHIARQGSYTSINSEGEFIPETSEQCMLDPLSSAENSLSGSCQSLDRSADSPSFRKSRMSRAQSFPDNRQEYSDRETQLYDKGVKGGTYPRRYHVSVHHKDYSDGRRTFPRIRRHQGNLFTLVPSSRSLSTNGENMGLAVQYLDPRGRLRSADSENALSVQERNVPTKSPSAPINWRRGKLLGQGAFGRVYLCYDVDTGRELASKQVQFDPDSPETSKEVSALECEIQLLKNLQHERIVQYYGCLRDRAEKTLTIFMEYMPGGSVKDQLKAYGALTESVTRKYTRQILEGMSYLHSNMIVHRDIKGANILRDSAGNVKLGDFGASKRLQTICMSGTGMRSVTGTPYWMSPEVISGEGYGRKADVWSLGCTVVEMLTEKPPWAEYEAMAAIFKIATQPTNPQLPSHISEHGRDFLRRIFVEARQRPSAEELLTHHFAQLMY
MEKK2mut PB1 HTS: signal of MEK5 binding to mutant human MEKK2 PB1 domain; bead flow cytometry, Alexa488-MEK5 binding to MEKK2 mutant; percent response, % at 10 µM; 0.35% of 290,000 active; AID 1530; in the data active = percent response above about 24%, passing the limit was not always enough; also: inactives centre near 1; some results filed as inactive read as strong as hits
UBC9 SUMO inh: blocks human SUMOylation mediated by UBC9; P63279; HTRF SUMOylation assay, SAE1/SAE2 + UBC9, in vitro; inhibition, % at 35 µM; 0.36% of 290,000 active; in the data active = inhibition above about 50%, passing the limit was not always enough; also: strong numbers were not always called active
GalR3 antagonist: blocks the human galanin receptor 3; inhibition, % at 3 µM; O60755; 0.44% of 360,000 active; AID 651719; HEK293 GalR3-CNG cAMP membrane potential fluorescence; galR3 body fused to GalR1 C-terminus;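 active = inhibition above the screen-wide average plus 3 SD, cut at about 13% in these data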;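 also: forskolin and galanin both at EC90 stimulate the cells; cAMP rise reported by CNG channel membrane potential dye signal; 0% = forskolin plus galanin with DMSO and 100% = forskolin alone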
Target sequence (O60755 1-299 limits assumed): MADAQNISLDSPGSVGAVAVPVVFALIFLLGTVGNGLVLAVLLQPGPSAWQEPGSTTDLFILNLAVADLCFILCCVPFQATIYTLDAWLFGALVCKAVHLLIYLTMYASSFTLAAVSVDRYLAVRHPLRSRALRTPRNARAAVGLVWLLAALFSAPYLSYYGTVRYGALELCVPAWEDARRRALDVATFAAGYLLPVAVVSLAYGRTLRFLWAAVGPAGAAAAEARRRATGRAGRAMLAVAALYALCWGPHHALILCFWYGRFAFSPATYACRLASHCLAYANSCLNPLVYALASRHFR
FID counter: displaces DNA intercalator in HCV helicase counter-screen | DNA fluorescent intercalator displacement, fluorescence | inhibition, % at 7.9 µM | 0.17% of 290,000 active; in the data active = inhibition above about 37%;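 also: 0% = vehicle and 100% = reference compound; higher means more ethidium bromide displaced from hairpin DNA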
MEKK2 WT-MEK5: raises or lowers MEK5 binding to wildtype human MEKK2 PB1 domain; 1.1% of 290,000 active; Q9Y2U5; AID 1531; binding response (% of control), % at 10 µM; bead flow cytometry, Alexa488-MEK5 binding to MEKK2 WT; actives lie on both sides; in the data active = binding response below about 67% or above about 130%
Active calls of the source: *; . = no result given; [ ] = dose if it differs, or a comment. Not all compounds are listed, so the mix of outcomes need not match the whole.

molecule,UBC9 SUMO inh,FID counter,CRFBP-R2 block,NS3 helicase inh,MEKK2 WT-MEK5,GalR3 antagonist,MEKK3 PB1 HTS,MEKK2mut PB1 HTS,CRFR2-BP ag
O=C(OCCCCN1C(=O)c2ccccc2C1=O)c1ccc(S(=O)(=O)N2CCCC2)cc1,-29.1,-0.8,9.2,-10.0,96.0,-1.9,101.0,-2.0,1.5
C/C(=N\NC(=S)NCc1ccccc1)c1ccccc1,3.6,-15.5,6.3,-8.4,95.0,-0.7,95.0,-3.0,-2.8
Cn1ncc([N+](=O)[O-])c1C(=O)N/N=C/c1cccc([N+](=O)[O-])c1,16.0,4.3,9.1,3.0,85.0,-3.2,90.0,-9.0,-0.2
O=C(NC1CCCCC1NC(=O)c1ccco1)c1ccco1 (stereo unspecified),3.3,-5.8,-32.6,-2.7,104.0,2.4,105.0,3.0,1.2
COc1ccc(C(O)P(=O)(OCCC(C)C)c2ccc(N(C)C)cc2)cc1OC (stereo unspecified),15.9,-44.8,0.2,-6.5,94.0,-3.4,93.0,-9.0,0.5
COc1ccc(NC(=O)c2cccc(N3C(=O)NC4CC3(C)Oc3ccccc34)c2)cc1 (stereo unspecified),12.1,-33.7,-13.3,-2.2,122.0,-2.7,133.0*,8.0,-1.0
COc1ccc(C(=O)/C=C/c2cc(C(=O)O)cc3c2OCOC3)c(O)c1,13.2,-6.8,-4.3,6.7,98.0,-1.6,87.0,3.0,-0.7
CC(=O)Oc1cc2c(C(=O)NCCCN3CCOCC3)c(C)oc2c2ccccc12,7.6,15.6,-11.9,-19.7,105.0,2.4,100.0,1.0,0.4
O=C(CN(Cc1ccccc1)C(=O)c1ccco1)NCc1ccc(F)cc1,9.7,-17.9,11.6,5.0,98.0,-7.1,103.0,0.0,0.5
CCN(CC)S(=O)(=O)c1ccc2nnn(OCC(=O)Nc3cccc(C#N)c3)c2c1,0.3,-7.1,2.3,-2.9,94.0,-3.5,94.0,-2.0,0.5
CN(Cc1ccccc1)c1nc(-c2cccc([N+](=O)[O-])c2)nc2ccccc12,4.2,0.3,-24.1,4.9,103.0,1.6,104.0,1.0,-0.1
O=C(CCCn1c(=S)[nH]c2cc3c(cc2c1=O)OCO3)NCc1cccc(Cl)c1,-1.6,-8.4,3.3,13.2,102.0,1.2,103.0,-1.0,1.7
Cc1cc(C(=O)COC(=O)C2CCN(C(=O)c3ccc(Cl)cc3)CC2)c(C)n1CC1CCCO1 (stereo unspecified),8.6,-34.8,11.1,12.3,99.0,-1.0,97.0,-1.0,-2.1
CN(C)CCCN(C(=O)C1=COCCO1)c1nc2ccc(Br)cc2s1,8.1,22.2,-5.9,-18.1,131.0,-6.9,105.0,19.0,0.2
COc1ccc(C2(O)CN(c3ccc(C)cc3)C3=[N+]2CCCC3)cc1 (stereo unspecified),-9.7,-6.1,-16.9,-3.6,97.0,-1.1,85.0,-1.0,-0.1
CCOC(=O)C1C(CC)NC(=S)NC1(C)O (stereo unspecified),3.9,-3.1,35.9,-7.3,98.0,8.5,97.0,-2.0,-1.9
CCN1CCN(C(=O)c2ccc3c(c2)N(Cc2ccc(C)cc2)CCS3)CC1,27.5,7.3,-13.3,-47.3,106.0,-9.8,103.0,2.0,-0.6
O=C(OCC(=O)N1CCCC1)c1cc(Br)ccc1Cl,6.0,-14.0,18.1,1.0,85.0,-7.6,97.0,-10.0,-1.3
COc1cc(-c2noc(C)c2C#Cc2nccn2C)cc(OC)c1OC,11.3,-27.9,2.8,5.3,98.0,-6.2,100.0,4.0,-0.6
CCOc1ccc(C2/C(=C(\O)c3ccc4c(c3)OCCO4)C(=O)C(=O)N2CCCN2CCOCC2)cc1 (stereo unspecified),0.1,-32.2,55.1*,14.6,94.0,-3.0,96.0,-5.0,0.7
Cc1ccc(C(=O)Nc2ccccc2-c2ccccc2)o1,23.5,-5.8,-16.8,0.2,107.0,-4.5,101.0,1.0,-6.2
c1csc(-c2ncc3ccccn23)c1,22.7,-1.3,-8.9,2.7,100.0,-2.6,101.0,-1.0,1.6
CC(C)(C)C(=O)OCCn1c(=O)c2cc3c(=O)n(CCOC(=O)C(C)(C)C)c(=O)c3cc2c1=O,5.1,-2.3,-10.2,0.8,2.0*[inhibitor],-3.1,2.0*[inhibitor],-16.0,1.6
O=C1c2cccnc2C(Nc2ccc(Br)cc2)N1Cc1cccs1 (stereo unspecified),8.2,-6.8,-15.4,-11.7,96.0,-3.8,98.0,-3.0,0.1
CCc1ccc(CNCCNCC(C)O)cc1 (stereo unspecified),-27.1,14.4,10.6,-14.6,103.0,-5.8,102.0,11.0,1.0
O=C(Oc1ccccc1)Oc1ccc2c(c1)oc(=O)c1ccccc12,29.3,-2.7,-4.5,-12.3,106.0,-1.7,104.0,2.0,0.9
COc1ccc(OC)c(N2CC(O)(c3cccs3)[N+]3=C2SCCC3)c1 (stereo unspecified),7.5,10.9,-2.7,-2.1,103.0,-3.1,104.0,0.0,1.7
COc1ccc(CN(C)Cc2nc(Cc3cccc(F)c3)no2)c2cccnc12,12.7,-23.6,17.4,1.2,100.0,-2.3,99.0,-5.0,0.3
O=C(CCCOc1ccc(Cl)cc1Cl)N1CCN(c2ccccn2)CC1,-17.0,-27.9,-16.6,-18.2,103.0,-5.5,102.0,3.0,-1.8
CCC1CCc2c(sc(N)c2C(N)=O)C1 (stereo unspecified),.,-6.3,-35.9,18.0,93.0,-8.0,105.0,3.0,2.2

Looked up by structure from the entries so far, 2 records:
molecule,UBC9 SUMO inh,FID counter,CRFBP-R2 block,NS3 helicase inh,MEKK2 WT-MEK5,GalR3 antagonist,MEKK3 PB1 HTS,MEKK2mut PB1 HTS,CRFR2-BP ag
Cc1ccc(C(=O)Nc2ccccc2-c2ccccc2)o1,23.5,-5.8,-16.8,0.2,107.0,-4.5,101.0,1.0,-6.2
COc1ccc(C(O)P(=O)(OCCC(C)C)c2ccc(N(C)C)cc2)cc1OC (stereo unspecified),15.9,-44.8,0.2,-6.5,94.0,-3.4,93.0,-9.0,0.5

The list continues:
molecule,UBC9 SUMO inh,FID counter,CRFBP-R2 block,NS3 helicase inh,MEKK2 WT-MEK5,GalR3 antagonist,MEKK3 PB1 HTS,MEKK2mut PB1 HTS,CRFR2-BP ag
COc1ccc(S(=O)(=O)N2CCN(C(=O)c3ccco3)CC2)cc1OC,-7.3,-3.1,1.7,1.4,107.0,-6.1,105.0,7.0,2.7
O=C(Nc1ccc(F)cc1)NC1CCN(Cc2nnnn2Cc2ccco2)CC1,16.6,-12.3,34.1,10.2,95.0,-1.0,98.0,-7.0,-3.3
FC(F)(F)c1cc(-c2cccs2)nc(-n2cc(Cl)cn2)n1,2.0,-7.5,-30.8,-5.6,96.0,-5.0,97.0,2.0,1.9
Cc1cc(C)cc(NC(=O)NC2CCN(CC(=O)Nc3cccc(Cl)c3C)CC2)c1,10.0,-5.3,-4.4,-1.3,105.0,-8.7,101.0,-8.0,-0.5
CN(CCOc1ccccc1)C(=O)CCc1c[nH]c2ccccc12,6.3,-35.5,-28.3,-2.2,105.0,-9.3,108.0,13.0,3.5
CC(C)c1ccc(C(=O)NCCCN(C)C)cc1,-2.2,0.5,28.0,5.4,101.0,-0.8,100.0,-2.0,-1.1
O=C1CC(C(=O)O)(c2ccccc2)c2cccc(F)c21 (stereo unspecified),-7.2,-3.2,-2.3,-1.5,102.0,-10.4,103.0,0.0,-1.3
Nc1cc(-c2ccc(Cl)cc2)nn1S(=O)(=O)c1ccc(Cl)cc1,13.2,-0.6,-11.2,1.5,108.0,1.4,107.0,6.0,0.8
C1CCN(c2c3c(nc4nnnn24)CCCC3)CC1,13.5,-6.9,4.4,2.2,98.0,-2.3,97.0,-1.0,-2.5
CC1Sc2ccc(S(=O)(=O)N3CCC(C(=O)NCCc4ccccc4)CC3)cc2NC1=O (stereo unspecified),5.3,-56.2,-2.4,-18.6,94.0,-1.5,93.0,-5.0,1.4
COc1cc(/C=N/NC(=O)c2cc(C)oc2C)ccc1O,0.2,-11.0,7.8,-3.7,94.0,-3.1,101.0,-7.0,-3.1
CCOC(=O)c1cnc2c(ccc3ccccc32)c1NCCCN(C)C,4.2,81.1*,10.0,13.7,151.0*,-13.2,111.0,9.0,-1.2
COc1cccc(C(=O)Nc2ccc(C(=O)c3ccncc3)cc2)c1,-8.6,-17.2,-8.2,23.1,92.0,-7.8,93.0,-10.0,-1.8
Cc1nn(-c2ccccc2)c(N2CCCC2)c1/C=N/NC(=S)Nc1ccccc1F,-9.9,-5.1,-43.4,-10.3,97.0,-5.7,93.0,-6.0,1.5
COc1ccc(Cc2n[nH]c(=S)n2-c2ccc3c(c2)OCCO3)cc1,11.1,-15.8,0.2,-6.1,95.0,-4.8,91.0,-5.0,-0.9
Cn1c(=S)oc2ccccc21,19.8,-0.1,9.3,-2.0,100.0,-3.4,99.0,2.0,-0.2
COc1ccc(OC)c(NC(=O)COC(=O)Cc2ccc(Br)cc2)c1,-5.4,-21.8,-7.7,5.0,92.0,-5.9,105.0,-11.0,1.1
Cn1nc([N+](=O)[O-])nc1Sc1ccc(Cl)cc1,10.4,-7.0,22.9,5.0,103.0,0.9,88.0,8.0,0.1
Cc1ccc(C(=O)O/N=C(\N)Cc2cccs2)c(Cl)c1,18.3,-21.3,-0.8,4.0,99.0,.,101.0,1.0,0.9
CSc1sc(C(=O)NNC(=O)c2ccc(Cl)cc2)c2c1C=CCC2,25.4,-9.7,-4.0,0.1,102.0,1.2,103.0,6.0,-0.2
Cc1cc(C(=O)CSc2nnc(Cc3ccccc3)o2)c(C)n1Cc1ccc2c(c1)OCO2,0.4,-7.0,10.7,-0.7,98.0,-5.2,103.0,-2.0,-0.2
Cc1ccc(CN2CCN(Cc3cnc(C)[nH]3)CC2CCO)cc1 (stereo unspecified),11.7,9.7,-19.6,0.2,106.0,-0.4,100.0,-2.0,2.2
Cc1ccc(N=Nc2[nH]c3ccccc3c2O)cc1,3.4,-0.5,-1.6,-16.9,101.0,-2.7,104.0,2.0,1.1
Cc1cccc(N2C(=O)CC(Sc3ccccc3C(=O)O)C2=O)c1 (stereo unspecified),-12.6,4.9,20.7,7.4,101.0,-1.0,102.0,-4.0,-2.1
C#CCOCCOCCOCCNc1nc(N2CCN(C(=O)C(CCC(=O)O)n3cc(C(N)CC(C)C)nn3)CC2)nc(N2CCN(C(=O)C(Cc3cc4ccccc4[nH]3)n3cc(C(N)Cc4ccc(O)cc4)nn3)CC2)n1 (stereo unspecified),5.4,15.2,-22.9,-64.7,131.0,.,105.0,19.0,10.1
COc1cccc(-c2coc3cc4oc(=O)c(CC(=O)O)c(C)c4cc23)c1,13.3,-18.6,9.8,19.1,111.0,-11.2,112.0,13.0,-1.4
Cc1cc(C)cc(NC(=O)C2CC(=O)n3ncnc3N2)c1 (stereo unspecified),9.5,3.1,1.2,-4.5,96.0,-3.5,103.0,-9.0,-1.1
Cc1c(NC(=O)CSCc2ccccc2)cccc1C(=O)O,15.7,-9.4,-5.0,3.5,112.0,-0.9,109.0,19.0,1.2
OCc1n[nH]c(CO)n1,2.0,-0.1,-2.4,7.5,99.0,-7.2,98.0,-1.0,-2.7

Screens from PubChem BioAssay.
